POLH inh = blocks human DNA polymerase eta activity | AID 588591 | recombinant Pol eta, fluorescent DNA replication assay | hit rate 1.2% among 390,000 | Potency, µM (highest dose often 114 µM), for the others: at the top dose activity change, negative = inhibition, most hits filed as inhibitors | Q9Y253; note: % is set by controls: 0 for no effect and ±100 for the full control effect
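Fluorescent replication assay: 50 nM final substrate added after a 15 min room-temperature compound preincubation with 10 nM enzyme. Signal taken at 0 min and again at 10 min.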
BAZ2B inh = blocks human BAZ2B; Potency, µM (top dose mostly 114 µM), inactives show at the highest dose activity change, negative = inhibition, usual class: inhibitors; hit rate 4.4% among 360,000; Q9UIF8; AlphaScreen BAZ2B-H3K14Ac peptide displacement; note: % is set by controls: 0 for no effect and ±100 for the full control effect; nearly all actives have a fitted effect of over 60% in size
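In this displacement format the biotinylated H3(5-23) peptide acetylated at Lys14 serves as ligand at 50 nM, with BAZ2B at 50 nM in PBS pH 7.4 containing 0.01% Tween-20. Donor and acceptor beads are 10 ug/mL final.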
POLI inh = inhibitors of human DNA polymerase iota; Pol iota fluorescent replication assay, 10 min; hit rate 1% among 390,000; AID 588590; Potency, µM (highest dose often 115 µM), inactives show at the highest dose activity, negative = inhibition, most hits filed as inhibitors; Q9UNA4
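Fluorescent replication assay read twice, at 0 min and 10 min after adding 50 nM (final) substrate. Enzyme (10 nM) and compounds were first incubated 15 min at room temperature; enzyme-free buffer wells were negative controls.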
APEX1 inh = inhibitors of human APE1 endonuclease | Potency, µM (highest dose often 65.8 µM), for inactives: at the top dose activity change, negative = inhibition, usual class: inhibitors | recombinant APE1, TAMRA/BHQ-2 abasic DNA cleavage fluorescence | hit rate 0.35% among 350,000 | P27695;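 note: plate controls were vehicle for no effect and reference inhibitor for full effect; nearly all actives have a fitted effect of over 55% in size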
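Measures dequenching upon AP-site incision of a 5'-TAMRA/3'-BHQ-2 THF-containing duplex, 50 nM; human APE1 0.75 nM after 15 min room-temperature exposure to compound; kinetic three-point read at one-minute spacing.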
G9a inh = blocks human histone lysine methyltransferase G9a. hit rate 8.8% among 350,000. G9a H3K9 monomethylation, AlphaScreen, 2 h. Potency, µM (highest dose often 102 µM), without a hit: top-dose activity, negative = inhibition, actives largely listed as inhibitors. Q96KQ7; note: % is set by controls: 0 for no effect and ±100 for the full control effect; nearly all actives have a fitted effect of over 75% in size
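Step 1: enzyme (final 20 nM) with compound, 15 min RT. Step 2: substrate peptide 500 nM and SAM 20 uM, 2 h RT. Step 3: anti-H3K9me1 antibody and AlphaScreen beads, 10 min, then plate read.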
POLB inh = DNA polymerase beta (human) inhibition; Pol beta primer extension/strand displacement, fluorescence kinetic; Potency, µM (series often up to 114 µM), for the others: top-dose activity change, negative = inhibition, hits mostly inhibitors; hit rate 1.3% among 340,000; AID 485314; note: % is set by controls: 0 for no effect and ±100 for the full control effect
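Reaction started by 50 nM substrate onto compound-treated Pol beta (10 nM, 15 min preincubation, room temperature); plates read at 0 min and 10 min. Normalized concentration-effect data fitted by four-parameter Hill equation.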
BLM inh = Bloom syndrome helicase (human) inhibition. P54132. recombinant BLM DNA unwinding, fluorescence dequenching. Potency, µM (titrated, usually from 56.1 µM), inactives show at the top dose activity change, negative = inhibition, actives largely listed as inhibitors. hit rate 0.2% among 350,000. AID 2528;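 note: plate controls were vehicle for no effect and no enzyme for full effect; nearly all actives have a fitted effect of over 35% in size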
POLK inh = DNA polymerase kappa (human) inhibition | Q9UBT6 | purified Pol kappa, fluorescent DNA synthesis assay, 10 min | Potency, µM (highest dose often 107 µM), for the others: top-dose activity, negative = inhibition, most hits filed as inhibitors | hit rate 0.53% among 400,000 | AID 588579; note: % is set by controls: 0 for no effect and ±100 for the full control effect
Target sequence (Q9UBT6 whole entry, looked up): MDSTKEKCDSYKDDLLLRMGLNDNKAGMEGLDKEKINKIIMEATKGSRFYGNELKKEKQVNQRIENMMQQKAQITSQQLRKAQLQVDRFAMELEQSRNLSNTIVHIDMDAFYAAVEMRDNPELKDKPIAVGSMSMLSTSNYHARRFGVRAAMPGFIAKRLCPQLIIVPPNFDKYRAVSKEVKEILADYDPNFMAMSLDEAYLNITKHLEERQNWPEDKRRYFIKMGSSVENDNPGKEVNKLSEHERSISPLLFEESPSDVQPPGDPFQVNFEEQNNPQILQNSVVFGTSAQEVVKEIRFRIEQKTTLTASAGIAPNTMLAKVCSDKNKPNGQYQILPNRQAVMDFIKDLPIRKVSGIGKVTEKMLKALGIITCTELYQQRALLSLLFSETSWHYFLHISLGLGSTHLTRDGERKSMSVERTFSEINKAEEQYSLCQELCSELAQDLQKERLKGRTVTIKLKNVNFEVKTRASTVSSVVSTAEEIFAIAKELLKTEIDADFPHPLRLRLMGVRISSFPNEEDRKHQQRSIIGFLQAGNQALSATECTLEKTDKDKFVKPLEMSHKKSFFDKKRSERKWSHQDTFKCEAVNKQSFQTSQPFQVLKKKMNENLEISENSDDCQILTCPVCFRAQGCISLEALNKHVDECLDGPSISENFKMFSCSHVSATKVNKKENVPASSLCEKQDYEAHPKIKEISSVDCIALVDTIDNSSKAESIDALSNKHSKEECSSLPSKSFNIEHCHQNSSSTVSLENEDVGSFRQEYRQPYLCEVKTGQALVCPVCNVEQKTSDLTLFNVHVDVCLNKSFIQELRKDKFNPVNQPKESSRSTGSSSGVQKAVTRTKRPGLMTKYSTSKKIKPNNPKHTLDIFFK
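50 nM final substrate added after 15 min RT preincubation of 10 nM Pol kappa with compound; fluorescence read at 0 and 10 min.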
Anesthetic bind = candidate novel general anesthetic via apoferritin binding; apoferritin/1-aminoanthracene competitive binding, fluorescence; Potency, µM (titrated, usually from 77.5 µM), for inactives: at the highest dose activity change, negative = displacement, usual class: inhibitors; hit rate 0.074% among 350,000; AID 485281; P02791; note: % is set by controls: 0 for no effect and ±100 for the full control effect; nearly all actives have a fitted effect of over 20% in size
Target sequence (P02791 2-175 limits assumed): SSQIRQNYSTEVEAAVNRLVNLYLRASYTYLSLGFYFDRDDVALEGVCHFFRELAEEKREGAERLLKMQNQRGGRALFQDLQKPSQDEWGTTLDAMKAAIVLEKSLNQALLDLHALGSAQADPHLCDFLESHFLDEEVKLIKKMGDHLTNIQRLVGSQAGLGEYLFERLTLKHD
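In PBS, apoferritin at 10 uM is loaded with 1-AMA from a 50% saturated solution. After 10 min of compound exposure at ambient temperature, reduced 535 nm fluorescence indicates probe displacement.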
Starred values were filed as active, the others as inactive; ? = inconclusive; nt = not tested or not shown; [ ] = another dose, or the depositor's remark. Calls come from the whole dose curve; as a rule, active = well fitted curve in the direction sought with a large enough effect; inconclusive = small, poorly fitted or top-dose-only effect, or another doubt; inactive = no such curve, though single readings can be large; an effect the other way counts as inactive or inconclusive. Potency is the fitted concentration of half-maximal effect.

SMILES | POLH inh | BAZ2B inh | POLI inh | APEX1 inh | G9a inh | POLB inh | BLM inh | POLK inh | Anesthetic bind
Cc1ccccc1-c1nc(Cc2ccccc2)no1 | -1% | 149%[activator] | 2% | -3% | 92%[activator][59 µM] | 5% | -8% | 0% | -5%
N#Cc1ccc(OCC(=O)N2CCN(S(=O)(=O)c3ccc(Cl)s3)CC2)cc1 | -15% | 1% | -24% | -17% | 5%[12.7 µM] | nt | nt | -19% | nt
CC(OC(=O)CCN=C1NS(=O)(=O)c2ccccc21)C(=O)c1ccccc1 (centres undefined) | 1% | -3% | 20% | -3% | ? | nt | nt | -1% | nt
CCC(=O)Nc1cccc(NC(=O)c2ccc(C)c([N+](=O)[O-])c2)c1 | -17% | -2% | 6% | -4% | nt | -2% | -3% | -10% | -16%
CCNC(=S)N(Cc1cc2cc(C)c(C)cc2[nH]c1=O)C1CCCC1 | -12% | -15% | 57%[activator] | 5% | -5% | -23% | -5% | -7% | -10%
O=C(NN=c1c(=O)c2ccccc2c1=O)c1ccccc1 | ? | -4% | ? | -3% | nt | 34% | -11% | -8%[60.1 µM] | ?
NS(=O)(=O)c1ccc(Nc2ncccc2[N+](=O)[O-])cc1 | -7% | -5% | -18% | 0% | -6%[59 µM] | -4% | -6% | -18% | -10%
N#Cc1ccc(C(=O)NC2=NCCS2)cc1 | -10% | ? | -9% | 0% | 40µM* | 0% | -1% | -4% | 6%
COc1ccc(C)cc1NC(=O)C(=O)NCC1(c2ccccc2)CCCC1 | -14% | 10% | -14% | nt | 46%[activator][59 µM] | 19% | -5% | -11% | -8%
CN(C)S(=O)(=O)c1ccc(Cl)c(NC(=O)CN2CCC(Cc3ccccc3)CC2)c1 | -18% | -20% | 118%[activator] | -3% | 5% | 0% | -9% | -2% | 72%[activator]
CCc1ccc(NC(=O)C(=O)c2cn(CC(=O)N3CCCCC3)c3ccccc23)cc1 | -7% | -39% | 7% | 8% | -6%[59 µM] | 22% | -4% | -4% | 4%
Cc1cc2c(c(=O)n1C1CC1)C(c1cccc(Cl)c1)C(C#N)=C(N)O2 (centres undefined) | 3% | -4% | 13% | 1% | -35% | 8% | 0% | -6% | -7%
COc1ccc(-c2noc(-c3ccc(N4CCOCC4)c([N+](=O)[O-])c3)n2)cc1OC | -13% | 3% | 12% | nt | -42%[59 µM] | 2% | -6% | -3% | 0%
COc1ccc(S(=O)(=O)N2CCOCC2)cc1NC(=O)COc1ccccc1OC | -12% | -20% | 77%[activator] | 22% | 10% | 84% | 0% | 1% | 3%
O=C(COc1ccccc1[N+](=O)[O-])c1ccccc1 | 0% | -21% | -13% | 10% | 5%[59 µM] | -20% | 3% | -7% | ?
Cc1cc(=O)n2nc(N3CCCC3C(=O)Nc3cccc(Cl)c3C)sc2n1 (centres undefined) | -5% | -28% | 38%[activator] | 55%[activator] | -5% | -2% | -7% | 6% | -13%
CC(=O)c1cnc2n(c1=O)CCS2 | -14% | 0% | -22% | 2% | 7% | -7% | -2% | -9% | -1%
CCN(CC)S(=O)(=O)c1ccc2c(c1)N(CC(=O)N1CCN(c3cccc(C)c3C)CC1)C(=O)CO2 | -22% | -1% | 4% | nt | -1%[59 µM] | 0% | -5% | -7%[60.1 µM] | -8%
Cc1nn(-c2ccccc2)c2c1N(CCCC(=O)NC(C)c1ccccc1)C(=O)CS2 (centres undefined) | -15% | -14% | 7% | nt | 4%[59 µM] | 10% | 0% | 0% | -12%
CCOC(=O)c1cc2cc(CC(=O)c3ccc(OCC)cc3O)ccc2o1 | -9% | 10% | -8% | 1% | -5%[59 µM] | -15% | -4% | 1% | -13%
CCc1ccc(NC(=O)CSC2=Nc3ccccc3C3=NC(CCC(=O)NCc4ccccc4)C(=O)N23)cc1 (centres undefined) | -22% | 20% | -13% | nt | ? | -28% | -1% | -2%[60.1 µM] | ?
CN(C)S(=O)(=O)c1ccc(Cl)c(NC(=O)COC(=O)[C@@H]2CCCN2C(=O)c2cccs2)c1 | -27% | -17% | 41%[activator] | 2% | -2% | 24% | -3% | -5% | -12%
O=C(CCl)N1N=C(c2ccco2)CC1c1cccs1 (centres undefined) | ? | -5% | ? | 6% | 10µM* | ? | -12% | -13% | -10%
Cc1ccc2nc(SCC(=O)NCc3cccs3)[nH]c2c1 | -15% | 0% | 37%[activator] | 14% | 3% | 1% | -8% | -3% | -10%
COc1ccc(-c2cc(=O)oc3cc(OCC(=O)Nc4ccccn4)ccc23)cc1 | ? | -27% | 29% | 59%[activator] | 18% | 17% | -18% | -1% | -9%
CCOC(=O)C1CCN(C(=O)CSc2nccc(C)n2)CC1 | 0% | -14% | 0% | 3% | -38% | 0% | -11% | -23% | -6%
Cn1c(=O)c(=O)n(C)c2cc(N3CCCC3)c(NC(=O)c3ccccc3Cl)cc21 | -3% | -15% | 29% | nt | -40%[59 µM] | 26% | 0% | 19% | -10%
Cc1ccc(NC(=O)c2sc(Cl)nc2C)c(C)c1 | -3% | -6% | 29% | 22% | 0%[59 µM] | 26% | 2% | 1% | -12%
CC(=O)Nc1nonc1-c1nc2ccccc2n1Cc1ccccn1 | 1% | 5% | -6% | -3% | -12%[2.33 µM] | 28% | 0% | -8% | -16%
Cn1c(CNC(=O)c2ccc(Cl)cc2)nnc1SCC(=O)NC1=NCCS1 | -27% | ? | 55%[activator] | -5% | ? | 12% | -7% | -18% | 10%
O/N=C1/C2C3C(Br)C4C5CC(C1C53)C24 (centres undefined) | -13% | 9% | 8% | 2% | 6%[59 µM] | 6% | -1% | -13% | ?
CN1C(=O)/C(=C/c2ccc(OCc3ccc(F)cc3)cc2)NC1=S | -5% | ? | 36%[activator] | 27% | -24% | 13% | -3% | -6% | -17%
O=C(NCCCO)c1nnc(Cc2c(F)cccc2Cl)o1 | 2% | 9% | -16% | 2% | 30%[12.7 µM] | 23% | 2% | -8% | -9%
COc1ccc(-n2c(=O)c(-c3ccc(F)cc3)nc3cncnc32)cc1 | nt | nt | nt | 3% | 17%[0.501 µM] | nt | -3% | -8%[60.1 µM] | nt
COC(=O)CSc1nnc(-c2cccnc2)n1-c1cc(OC)cc(OC)c1 | -4% | -2% | 4% | 10% | ? | 1% | 4% | -7% | -8%
O=C(CN1C(=O)NC2(CCCC2)C1=O)OCCOc1ccc(F)cc1 | -8% | -4% | 3% | 25% | -1%[0.501 µM] | nt | nt | 0% | nt
CC(=O)NS(=O)(=O)c1ccc(NC(=O)c2cc(-c3ccc(C)cc3)nc3ccccc23)cc1 | 1% | -24% | 111%[activator] | 7% | ? | -30% | -3% | -5% | 1%
CCNc1c(NS(=O)(=O)c2ccc(F)c(Cl)c2)c(=O)oc2ccccc12 | -19% | 11% | 145%[activator] | 27% | 18% | 10% | -1% | -1% | -4%
CCN1CCN(C(=S)NC(CC(=O)c2ccccc2)c2ccccc2)CC1 (centres undefined) | -24% | -12% | 22% | -1% | -6% | 0% | 0% | 1% | -14%
CC(Sc1ccc(Cl)cc1)C(=O)Nc1ccc2c(c1)OCO2 (centres undefined) | 0% | 0% | 21% | 2% | 5%[59 µM] | -1% | -7% | -3% | -19%

Some of the entries so far, in markdown.
| smiles | POLH inh | BAZ2B inh | POLI inh | APEX1 inh | G9a inh | POLB inh | BLM inh | POLK inh | Anesthetic bind |
| --- | --- | --- | --- | --- | --- | --- | --- | --- | --- |
| Cn1c(=O)c(=O)n(C)c2cc(N3CCCC3)c(NC(=O)c3ccccc3Cl)cc21 | -3% | -15% | 29% | nt | -40%[59 µM] | 26% | 0% | 19% | -10% |
| Cc1ccc(NC(=O)c2sc(Cl)nc2C)c(C)c1 | -3% | -6% | 29% | 22% | 0%[59 µM] | 26% | 2% | 1% | -12% |
| CC(=O)Nc1nonc1-c1nc2ccccc2n1Cc1ccccn1 | 1% | 5% | -6% | -3% | -12%[2.33 µM] | 28% | 0% | -8% | -16% |
| Cn1c(CNC(=O)c2ccc(Cl)cc2)nnc1SCC(=O)NC1=NCCS1 | -27% | ? | 55%[activator] | -5% | ? | 12% | -7% | -18% | 10% |
| O/N=C1/C2C3C(Br)C4C5CC(C1C53)C24 (centres undefined) | -13% | 9% | 8% | 2% | 6%[59 µM] | 6% | -1% | -13% | ? |

Remaining list, next part.
SMILES | POLH inh | BAZ2B inh | POLI inh | APEX1 inh | G9a inh | POLB inh | BLM inh | POLK inh | Anesthetic bind
NC(=O)c1ccc(NC(=O)C2CC2)cc1 | 9% | -16% | 33%[activator] | 1% | 22%[59 µM] | 12% | -4% | -15% | 0%
CC1c2cc3c(cc2CCN1C(=O)c1cccc(F)c1)OCCCO3 (centres undefined) | -7% | -24% | 4% | 52% | -10% | -14% | 0% | 0% | -12%
O=C(O)CCc1ccc(S(=O)(=O)Nc2cc(C(F)(F)F)ccc2N2CCCC2)cc1 | 22µM* | 79µM* | 25µM* | ? | 28µM* | nt | nt | ? | nt
CCOC(=O)C1=C(C)N=c2s/c(=C\c3ccc(OC(C)=O)cc3)c(=O)n2C1/C=C/c1ccccc1 (centres undefined) | -9% | 12% | 5% | 3% | 20%[59 µM] | 52% | 1% | -6% | -6%
COc1ccc(OCc2nc3ccccc3n2Cc2ccc(C(C)(C)C)cc2)cc1 | -19% | -1% | 8% | nt | -44%[59 µM] | -8% | -16% | -20% | 64%[activator]
CC(=O)c1oc2ccccc2c1N | -9% | -26% | 4% | -2% | ? | 21% | 2% | -7% | -9%
COc1ccc(CNC(=O)CC(C)c2ccccc2)cc1 (centres undefined) | -7% | -7% | -17% | 2% | nt | 14% | 0% | 5% | -6%
Cc1cc(C(=O)NCc2ccc3c(c2)OCO3)ccc1[N+](=O)[O-] | 3% | ? | 11% | -16% | nt | 1% | -2% | -17% | -9%
CC1CCCCC1NC(=O)COC(=O)CN1C(=O)c2ccccc2C1=O (centres undefined) | -17% | 4% | 19% | 25% | -4%[12.7 µM] | nt | nt | 10% | nt
Cc1ccc(NC(=S)NNC(=O)c2ccc(N3CCOCC3)c([N+](=O)[O-])c2)cc1Cl | -2% | ? | 19% | -3% | 22µM* | ? | -14% | -15% | -17%
CCn1c(=O)c(=O)n(CC)c2cc(N3CCCCC3)c(NC(=O)c3ccccc3OC)cc21 | -12% | -1% | 44%[activator] | nt | -13%[59 µM] | 1% | 1% | 2% | -6%
COc1cccc(CC(=O)OCC(=O)NCCc2ccc(F)cc2)c1 | -18% | 12% | -15% | -2% | -3%[12.7 µM] | nt | nt | 2% | nt

Not all compounds are listed; rates above refer to the full screens.
